# CXCR6 block – CXCR6 receptor inhibitors, primary screen, cell-based, beta-arrestin, luminescence, CHO-K1 PathHunter, 1536-well; C-X-C chemokine receptor type 6 (Homo sapiens), O00574; inhibition, % at 20 µM; 360,000 tested, 0.36% active; AID 602244, 2012; in the data active means inhibition above about 34%, passing the limit was not always enough;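 further: antagonist mode with CXCL16 agonist at 10 nM final; 0% = 10 nM CXCL16 with DMSO and 100% = unstimulated wells without agonist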
# Target sequence (O00574 whole entry, looked up): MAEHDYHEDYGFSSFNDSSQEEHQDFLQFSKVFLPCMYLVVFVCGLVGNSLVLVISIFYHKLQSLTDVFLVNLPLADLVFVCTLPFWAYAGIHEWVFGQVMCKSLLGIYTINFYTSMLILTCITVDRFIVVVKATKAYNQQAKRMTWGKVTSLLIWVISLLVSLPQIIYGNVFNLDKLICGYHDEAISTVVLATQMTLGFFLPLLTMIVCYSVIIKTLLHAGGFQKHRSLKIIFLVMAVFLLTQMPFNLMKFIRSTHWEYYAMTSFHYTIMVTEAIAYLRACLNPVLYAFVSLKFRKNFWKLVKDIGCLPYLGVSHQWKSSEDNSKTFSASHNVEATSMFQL
# * = called active by the depositor; & = joins results of further samples. An excerpt; the hit share may differ from the screen's.
CXCR6 block	structure
-2	CC1=CC(=O)C2=C(C)CCC3C(C)C(=O)OC3C12 (stereo unspecified)
-4	CCCCNc1c(CC(C)C)nc2nc(C)cc(C)n12
-5	CCOc1cc2c(cc1O)C(=NO)CC1C2CCC2(C)C(O)CCC12 (stereo unspecified)
-4	Nc1nc2c(ncn2C2CCCC2)c(=O)[nH]1
3	COc1cccc(Oc2c(C)oc3c(CN4CCOCC4)c(O)ccc3c2=O)c1
1	CCCCOc1ccc(C(=O)NCC(=O)N2CCN(C/C=C/c3ccccc3)CC2)cc1
-2	Cn1nc(C(C)(C)C)cc1C(=O)N1CCCCC1c1cc(C(=O)Nc2ccc3c(c2)OCO3)no1 (stereo unspecified)
4	COC(=O)C1=C(C)NC(C)=C(C(=O)OC)C1C(=O)OCC(=O)NC1CCCCC1C (stereo unspecified)
-6	CCOc1ccc(N(CC(=O)Nc2ccc(Cl)cc2)S(C)(=O)=O)cc1
-7	CCc1ccc2cc(C)cc(C)c2n1
-10	Cc1cc(C)c2c(=O)[nH]c(SCC(=O)c3ccc(F)c(C)c3)nc2n1
-1	CCOc1ccc(CN2CCN(Cc3cc4ccccc4[nH]3)CC2CCO)cc1 (stereo unspecified)
-1	Cn1ncc([N+](=O)[O-])c1C(=O)Nc1ccccc1C#N
2	CCOC(=O)C1(C)CCN1C(=O)c1ccccc1Br (stereo unspecified)
-3	CC1Nc2nc(N(C)C)[nH]c(=O)c2NC1C (stereo unspecified)
-2	CCN(CC)CCCNc1ccc2ncn3c4ccc(O)cc4c(=O)c1c23
-1	CCOc1cc(N2CCOCC2)c(OCC)cc1NC(=O)c1ccccc1N1CCCC1=O
5	COCCCNC(=O)c1ccc2sc([C@@H]3O[C@H](CO)[C@H](O)[C@H](O)[C@H]3O)nc2c1
-4	COc1ccc(OC)c(CN2C(=O)CCC2(C)c2nnnn2Cc2ccccc2)c1 (stereo unspecified)
18	CC(=O)c1ccc(Cc2ccc(C(C)=O)s2)s1
-1	COc1cccc(-c2cccc(-c3nc(C(=O)NCc4ccc(Oc5ccccc5)cc4)cc4c3[C@H](CCO)N(S(=O)C(C)(C)C)C4)c2)c1 (stereo partly specified)
1	CCC1(c2ccc(F)cc2)NC(=O)N(CC(=O)Nc2cccc(S(=O)(=O)N3CCOCC3)c2)C1=O (stereo unspecified)
4	CC(C)c1ccc(CNC(=O)C2(C)CCCN2C)cc1 (stereo unspecified)
8	Cc1cccc(CN2CCC(CNC(=O)Nc3ccccc3F)CC2)c1
-8	CCCS(=O)(=O)NC(=O)C1(C)CCCN(C(=O)c2cccc(OC(F)(F)F)c2)C1 (stereo unspecified)
1	Cc1ccc(S(=O)(=O)N(C)c2ccc(C(=O)NC3CCCCC3)cc2)cc1
5	O=C(N=Nc1c(O)[nH]c2ccc(Cl)cc12)c1cc(-c2cccs2)nc2ccccc12
3	COc1cc(C(O)c2nc(-c3cccc(F)c3)cs2)ccc1F (stereo unspecified)
-17&-7	CCCCCCSc1cccc(-c2nc3ccc(Cl)cn3c2NCCCC)c1
6	Cc1noc(C)c1C(=O)N1CCC1(C)C(=O)NS(=O)(=O)c1cccc(F)c1 (stereo unspecified)
-5	COc1cc(C(=O)NNC(=O)C2CC=CCC2C(=O)O)cc(OC)c1OC (stereo unspecified)
-11	NC(CO)c1csc(Nc2ccc(C(F)(F)F)cn2)n1 (stereo unspecified)
-4	O=C(Nc1cccc(C(=O)N2CCCCC2)c1)C1CCC1
0	CC1(C(=O)NCc2ccccc2)Cc2c(-c3cccc(C(F)(F)F)c3)ccnc2O1 (stereo unspecified)
2	CNc1ccc(Cl)cc1S(=O)(=O)c1ccccc1[N+](=O)[O-]
-1	CCCS(=O)(=O)NC(=O)C1(C)CCN(C(=O)c2c(C)noc2C)C1 (stereo unspecified)
4	CCCCn1nnnc1C(c1cc2ccccc2o1)N1CCN(C(=O)OC(C)(C)C)CC1 (stereo unspecified)
-2	CCOC(=O)c1csc(-c2csc(CCNC(=O)c3ccccc3)n2)n1
4	CN(C(=O)c1cccc(NC(=O)Cc2ccc(NC(=O)C3CCCN(C(=O)c4ccccc4)C3)cc2)c1)C1CCC1 (stereo unspecified)
5	COc1ccc([C@H]2C[C@@H](O)C[C@@H](CCn3cc(-c4ccccc4)nn3)O2)cc1
-2	C[C@H]1COc2cccc(N3CCC[C@@H]3CO)c2S(=O)(=O)N1
0	Cc1ccc([C@H]2C[C@@H](n3cc(C4CC4)nn3)[C@H](O)CN2CC2CCCCC2)cc1
-4	OC(c1cccc(Cl)c1)c1nc(-c2csc3ccccc23)cs1 (stereo unspecified)
2	CC1(C(=O)NCc2ccccc2Br)CCN1Cc1ccc(-c2ccccc2)o1 (stereo unspecified)
-13	COc1ccc(CNS(=O)(=O)CCNCCc2ccccc2)cc1
-7	COc1ccc(/C=N\NC(=O)c2cc(O)c(O)c(O)c2)cc1CN1CCN(c2ccc(F)cc2)CC1
-1	O=C1NC[C@H](CCCCN2C[C@H](Cc3ccccc3)N(Cc3ccccc3)C(=O)C2=O)N(CCc2ccccc2)C1=O
1	Cn1c(=O)[nH]c2c(cnn2C)c1=O
2	FC(F)(F)c1ccccc1Cc1c(-c2ccc(Cl)cc2)nc2c3ccccc3ccn12
4	O=C1NC[C@@H](CCCCN2C[C@H](Cc3ccccc3)N(CC3CCCCC3)C(=O)C2=O)N(Cc2ccccc2)C1=O
0	COC(=O)C(Cc1c[nH]c2ccccc12)NC(=O)CCNC(=O)c1ccco1 (stereo unspecified)
2	Cn1c(=O)c2[nH]c(CN3CCCCC3)nc2n(C)c1=O
9	CCCCC[C@@H](C)N1C[C@@H](COCc2ccccc2)Oc2cc(N3CCC[C@H]3C(N)=O)ccc2S1(=O)=O
4	COc1ccccc1N1CCN(CCCN2C(=O)C3CCCCN3C2=O)CC1 (stereo unspecified)
12	CCOC(=O)[C@]12CCC=C1N(Cc1ccc(Cl)cc1Cl)C(=O)[C@H](CC(=O)N1CCN(C(=O)c3ccco3)CC1)C2
27	COc1ccc2c(c1)C[C@]1(C)c3ccccc3C(=O)N(Cc3ccccc3)[C@H]21
4	Cc1nc(Nc2ncc3c(n2)CC(C)(C)CC3=O)nc2ccccc12
12	O=C(C=Cc1ccc2c(c1)OCO2)c1ccccc1
-10	O=C1CCCCCC[C@@H](O)[C@H](O)C[C@H](c2ccccc2)O1
-2	Cc1nn(-c2ccccc2)c(C)c1C(=O)OCC(=O)Nc1ccccc1Cl

# The list goes on:
CXCR6 block	structure
1	CCOc1cc(/C=N/NC(=O)c2c(C)nc3ccc(Cl)cn23)ccc1O
-3	OCCC1CN(CCCn2cccn2)CCN1C1CCCCC1 (stereo unspecified)
5	Cc1ccc(C(O)c2ncc(-c3ccccc3F)[nH]2)c(C)c1 (stereo unspecified)
-2	Cc1cccc2cc(CN(Cc3cccs3)C(c3nnnn3C3CCCC3)C(C)C)c(=O)[nH]c12 (stereo unspecified)
2	CCN1CCN(c2sc(S(=O)(=O)CC)nc2S(=O)(=O)c2ccc(Cl)cc2)CC1
6	O=C(c1cc2ccccc2oc1=O)N1CCCN(C(=O)c2cc3ccccc3oc2=O)CC1
24	O=C(NC(=S)Nc1ccc(-c2ccccc2)cc1)c1ccccc1
-5	Cc1nc(SCC(=O)N2CCCCCC2)c2c(=O)n(C)c(=O)n(CC(C)C)c2n1
4	Cc1cccc(C)c1NC(=O)C1CCCN(CCCc2ccccc2)C1 (stereo unspecified)
3	CCOC(=O)C1=CCN(S(=O)(=O)c2ccc(Br)cc2)C1c1cccc(C)c1 (stereo unspecified)
-5	S=C(NCc1ccco1)N/N=C/c1ccc(Cl)cc1
-5	CCN1CCC[C@H]1CNCCCn1cnc2c(SC)ncnc21
-4	Cc1cc(C)c2cc(C#N)c(NCCCNC(=O)c3ccncc3)nc2c1
12	CC(=O)C(=Cc1ccc(-c2ccccc2)cc1)C(=O)c1ccccc1
2	CC1(C(=O)NS(=O)(=O)c2ccc(Cl)cc2)CCN1C(=O)c1ccc(C2CCCCC2)cc1 (stereo unspecified)
3	COc1ccc(-c2ccc(CN3C(C(C)C)C(=O)N(Cc4cn(CC5CCCCC5)nn4)CCS3(=O)=O)cc2)cn1 (stereo unspecified)
-4	Clc1cccc(CN2CCC3CC2c2cc(N4CCCCC4)ccc23)c1 (stereo unspecified)
-2	COc1cccc(CNC(=O)[C@@H]2CCCN2C(=O)[C@H]2CCCCN2C(=O)c2ccc(Cl)cc2)c1
-2	COC(=O)c1cn(C)c2ccc(S(=O)(=O)N3CCCCC3)cc2c1=O
2	COc1cccc(-c2ccc3c(c2)N(Cc2cccc(F)c2)C(=O)C(C)S3)c1 (stereo unspecified)
-11	COc1ccc(C2CCc3cc4c(cc3C2=NO)OCO4)cc1OC (stereo unspecified)
0	COc1ccc(CCC(C)NC2C3CC4CC(C3)CC2C4)cc1 (stereo unspecified)
-1	CCC(c1nnnn1C1CCCCC1)N(Cc1ccco1)Cc1cc2ccc(OC)cc2[nH]c1=O (stereo unspecified)
10	CCc1nc2ccc(C(=O)NCc3ccc4c(c3)OCO4)cn2c1N(C)Cc1ccc(OC)cc1
5	CCOC(=O)c1c(C)oc2c1c(C=NCC1CCCO1)c(O)c1ccccc12 (stereo unspecified)
-6	Cc1ccnc2nc(C(=O)OCC(=O)N(C)C3CCCCC3)nn12
8	CCOC(=O)c1c(NC(=O)CSc2ncccn2)sc2c1CCN(Cc1ccccc1)C2
1	C[C@@H]1CN([C@H](C)CO)C(=O)CCCn2cc(nn2)CO[C@H]1CN(C)C(=O)Nc1ccnc(N2CCOCC2)c1
7	COC(=O)[C@@]1(Cc2ccc(F)cc2)[C@H]2C(CC(=O)C(=O)N3CCCC3)C(=O)C[C@H]2CN1C(=O)c1ccccc1 (stereo partly specified)
-1	Cc1noc(C)c1-c1ccc(C(=O)N2CCN(C)CC2)c2occc12
0	CN(C)C(CNC(=O)c1cccc(S(=O)(=O)N2CCc3ccccc3C2)c1)c1ccccc1 (stereo unspecified)
3	CCOC(=O)N1CCN(C(=O)C[C@@H]2C[C@@]3(C(=O)OCC)CCCC=C3N(Cc3ccc(Cl)cc3Cl)C2=O)CC1
1	COc1c2c(c(OC)c3ccccc13)[C@]1(OC2)O[C@H](CCO)C[C@H](O)[C@H]1O

# Two entries drawn at random from the list so far, as already listed:
CXCR6 block	structure
-4	Clc1cccc(CN2CCC3CC2c2cc(N4CCCCC4)ccc23)c1 (stereo unspecified)
8	CCOC(=O)c1c(NC(=O)CSc2ncccn2)sc2c1CCN(Cc1ccccc1)C2

# Shown with bars between the fields: part of the list above
Compound | CXCR6 block
CC(=O)C(=Cc1ccc(-c2ccccc2)cc1)C(=O)c1ccccc1 | 12
CC1(C(=O)NS(=O)(=O)c2ccc(Cl)cc2)CCN1C(=O)c1ccc(C2CCCCC2)cc1 (stereo unspecified) | 2
COc1ccc(-c2ccc(CN3C(C(C)C)C(=O)N(Cc4cn(CC5CCCCC5)nn4)CCS3(=O)=O)cc2)cn1 (stereo unspecified) | 3
Clc1cccc(CN2CCC3CC2c2cc(N4CCCCC4)ccc23)c1 (stereo unspecified) | -4
COc1cccc(CNC(=O)[C@@H]2CCCN2C(=O)[C@H]2CCCCN2C(=O)c2ccc(Cl)cc2)c1 | -2
COC(=O)c1cn(C)c2ccc(S(=O)(=O)N3CCCCC3)cc2c1=O | -2
COc1cccc(-c2ccc3c(c2)N(Cc2cccc(F)c2)C(=O)C(C)S3)c1 (stereo unspecified) | 2
COc1ccc(C2CCc3cc4c(cc3C2=NO)OCO4)cc1OC (stereo unspecified) | -11
COc1ccc(CCC(C)NC2C3CC4CC(C3)CC2C4)cc1 (stereo unspecified) | 0
CCC(c1nnnn1C1CCCCC1)N(Cc1ccco1)Cc1cc2ccc(OC)cc2[nH]c1=O (stereo unspecified) | -1
CCc1nc2ccc(C(=O)NCc3ccc4c(c3)OCO4)cn2c1N(C)Cc1ccc(OC)cc1 | 10
CCOC(=O)c1c(C)oc2c1c(C=NCC1CCCO1)c(O)c1ccccc12 (stereo unspecified) | 5
Cc1ccnc2nc(C(=O)OCC(=O)N(C)C3CCCCC3)nn12 | -6
CCOC(=O)c1c(NC(=O)CSc2ncccn2)sc2c1CCN(Cc1ccccc1)C2 | 8
C[C@@H]1CN([C@H](C)CO)C(=O)CCCn2cc(nn2)CO[C@H]1CN(C)C(=O)Nc1ccnc(N2CCOCC2)c1 | 1
COC(=O)[C@@]1(Cc2ccc(F)cc2)[C@H]2C(CC(=O)C(=O)N3CCCC3)C(=O)C[C@H]2CN1C(=O)c1ccccc1 (stereo partly specified) | 7
Cc1noc(C)c1-c1ccc(C(=O)N2CCN(C)CC2)c2occc12 | -1
CN(C)C(CNC(=O)c1cccc(S(=O)(=O)N2CCc3ccccc3C2)c1)c1ccccc1 (stereo unspecified) | 0
CCOC(=O)N1CCN(C(=O)C[C@@H]2C[C@@]3(C(=O)OCC)CCCC=C3N(Cc3ccc(Cl)cc3Cl)C2=O)CC1 | 3
COc1c2c(c(OC)c3ccccc13)[C@]1(OC2)O[C@H](CCO)C[C@H](O)[C@H]1O | 1
